SUMO HTRF inh: SUMOylation inhibition; P63279; HTRF SUMOylation assay, SAE1/SAE2 + UBC9, in vitro; inhibition, % at 35 µM; 290,000 compounds, 0.36% hits; AID 2006; in the data active means inhibition above about 50%, passing the limit was not always enough; further: strong numbers were not always called active
IDE act: IDE (human) activation, cell-based. P14735. HEK cells, FAbeta-B cleavage, fluorescence polarization; 0% vehicle, 100% cell-free pure enzyme wells. activation, % at 5.96 µM. 340,000 compounds, 0.073% hits. AID 493087;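 active means activation above the mean of all tested compounds plus 3 SD, set per screening campaign, cut at about 17% in these data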
MEKK3 PB1 HTS: raises or lowers MEK5 binding to the human MEKK3 PB1 domain; Q99759; bead-based flow cytometry, Alexa488-MEK5 binding to MEKK3; actives lie on both sides; 0 = blocked by unlabeled MEK5, 100 = vehicle; binding response (% of control), % at 10 µM; 290,000 compounds, 1.4% hits; AID 1529;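 active means binding response more than 3 SD above or below the average of its plate-row segment, actives on both sides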;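 further: Alexa488 bead fluorescence after subtracting the streptavidin-only scavenger bead signal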
MEKK2 WT-MEK5: raises or lowers MEK5 binding to wildtype human MEKK2 PB1 domain. Q9Y2U5. bead flow cytometry, Alexa488-MEK5 binding to MEKK2 WT; actives lie on both sides. binding response (% of control), % at 10 µM. 290,000 compounds, 1.1% hits. AID 1531; in the data active means binding response below about 67% or above about 130%
NALP1 yeast inh: blocks the NALP1 inflammasome reconstituted in yeast; inhibition, % at 10 µM; 280,000 compounds, 0.61% hits; S. cerevisiae NALP1/ASC/caspase-1 growth, X-gal OD620, 72 h; AID 2071; in the data active means inhibition mostly above about 24%, no sharp cut-off; inactive means mostly below about 32%; further: some compounds called inactive have numbers as strong as hits
p-CIP stab down: compounds decreasing mouse p/CIP protein stability | Q05BA5 | F442A p/CIP-EGFP cells, EGFP fluorescence, 16 h | decrease of EGFP signal, % at 10 µM | 290,000 compounds, 0.01% hits;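 active means EGFP signal decrease of at least 30% at 10 µM or well 3 SD below plate mean, unless failing retest; inactive means the rest, including hits failing retest or dose response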; further: some compounds called inactive have numbers as strong as hits; many of its hits are not listed in these tables
M18AAP inhibitor: blocks P. falciparum M18 aspartyl aminopeptidase | recombinant PfM18AAP, H-Glu-NHMec fluorogenic cleavage | 290,000 compounds, 1.2% hits | inhibition, % at 7.35 µM | AID 1822;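 active means inhibition above the campaign mean inhibition over all tested compounds plus 3 SD, cut at about 28% in these data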;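 further: 0% = plate median of test compound wells and 100% = 2 mM ZnCl2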
MEKK2 mut-MEK5: signal of MEK5 binding to mutant human MEKK2 PB1 domain. bead flow cytometry, Alexa488-MEK5 binding to MEKK2 mutant. percent response, % at 10 µM. 290,000 compounds, 0.35% hits; in the data active means percent response above about 24%, passing the limit was not always enough; further: inactives centre near 1; some results filed as inactive read as strong as hits; reference of the scale not given here
IDE inh: cellular human IDE inhibition. P14735. HEK cells, FAbetaB cleavage, fluorescence polarization. inhibition, % at 5.59 µM. 320,000 compounds, 0.41% hits. AID 434962;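 active means percent inhibition above the average of all tested compounds plus 3 SD, set per screening campaign, cut at about 16% in these data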;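 further: IDE supplied by intact live HEK cells; FP after avidin binding of uncleaved biotin substrate so inhibition keeps polarization high; 0% = DMSO wells and 100% = 60 µM reference IDE inhibitor Ii1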
* hit, by the source's call; nt = not tested or not shown.

SMILES	SUMO HTRF inh	IDE act	MEKK3 PB1 HTS	MEKK2 WT-MEK5	NALP1 yeast inh	p-CIP stab down	M18AAP inhibitor	MEKK2 mut-MEK5	IDE inh
COc1cc(CN2CCCC(C(=O)c3ccc(SC)cc3)C2)cc(Cl)c1O (stereo unspecified)	9	2	108	114	19	3	1	10	-3
COc1ccc(CN2CCCC(C(=O)c3cccc(OC(C)C)c3)C2)cc1Cn1cccn1 (stereo unspecified)	6	4	105	106	14	-1	2	-5	1
COc1ccc(OC)c(-n2c(CNC3CCN(Cc4ccccc4)CC3)nc3ccccc3c2=O)c1	7	6	100	119	-6	-1	7	16	5
NC(=O)C1CC(=O)N(CCc2ccc(F)cc2)C1 (stereo unspecified)	-13	3	102	108	12	1	11	4	0
Cc1nc(-c2nnc(-c3ccccc3)o2)c(C(F)(F)F)o1	-5	-3	98	96	18	1	-6	2	3
O=C(C1CC1)N1CCC(Oc2cccc(C(=O)N3CCCCC3CCO)c2)CC1 (stereo unspecified)	-3	-1	98	99	-2	2	3	2	5
O=C(Nc1cc([N+](=O)[O-])ccc1O)c1ccc2c(c1)C(=O)N(Cc1ccco1)C2=O	-1	-5	100	102	11	0	-2	-1	0
CCCCNC(=O)N(O)C1N(/N=C/c2cccs2)C(=S)SC1(C)C (stereo unspecified)	2	7	100	96	4	-8	-2	0	4
CC(=O)Nc1ccc(NC(=O)CSc2ccc(-c3ccc4c(c3)OCO4)nn2)cc1	25	6	97	93	36	4	-2	-3	-4
Clc1ccc(-c2csc(-c3ccno3)n2)cc1	8	-7	98	99	nt	8	-10	-6	3
CN(NC(=O)c1cccc(Cl)c1)c1nc(-c2ccccc2)nnc1C(F)(F)F	-4	5	98	100	-4	-12	4	-1	2
COc1ccccc1N(CC(O)COc1ccc(C)cc1)S(=O)(=O)c1ccccc1 (stereo unspecified)	0	0	92	90	32	-6	-7	-11	-4

Arranged by heavy-atom count (low to high): part of the list above.
SMILES	SUMO HTRF inh	IDE act	MEKK3 PB1 HTS	MEKK2 WT-MEK5	NALP1 yeast inh	p-CIP stab down	M18AAP inhibitor	MEKK2 mut-MEK5	IDE inh
Clc1ccc(-c2csc(-c3ccno3)n2)cc1	8	-7	98	99	nt	8	-10	-6	3
NC(=O)C1CC(=O)N(CCc2ccc(F)cc2)C1 (stereo unspecified)	-13	3	102	108	12	1	11	4	0
Cc1nc(-c2nnc(-c3ccccc3)o2)c(C(F)(F)F)o1	-5	-3	98	96	18	1	-6	2	3
CN(NC(=O)c1cccc(Cl)c1)c1nc(-c2ccccc2)nnc1C(F)(F)F	-4	5	98	100	-4	-12	4	-1	2
O=C(Nc1cc([N+](=O)[O-])ccc1O)c1ccc2c(c1)C(=O)N(Cc1ccco1)C2=O	-1	-5	100	102	11	0	-2	-1	0

More compounds follow.
SMILES	SUMO HTRF inh	IDE act	MEKK3 PB1 HTS	MEKK2 WT-MEK5	NALP1 yeast inh	p-CIP stab down	M18AAP inhibitor	MEKK2 mut-MEK5	IDE inh
O=C(NCc1ccc2c(c1)OCO2)c1cccc(S(=O)(=O)N2CCCCC2)c1	13	7	84	87	-78	3	-3	-1	-6
O=C(Cc1ccc(Cl)c(Cl)c1)N1CCOCC1	10	3	98	101	16	-14	-2	-1	5
Cc1ccccc1NC(=O)N1CCCC(c2nc(-c3ccc(F)cc3)no2)C1 (stereo unspecified)	-4	2	103	101	1	-2	-3	5	-5
Cc1ccc(S(=O)(=O)Nc2ccc(N=Nc3ccc(O)cc3)cc2)cc1	-36	6	132	102	nt	11	-4	-2	-4
COc1cccc(NC(=O)CCNS(=O)(=O)c2cccc3nsnc23)c1	17	8	101	95	15	4	0	-3	-3
COc1ccc2c(C)cc(SCC(=O)NCCN3C(=O)CSC3=O)nc2c1	21	4	97	108	19	3	-2	7	0
CSCC[C@H](NC(=O)OC(C)(C)C)c1nnc(SCC(=O)Nc2ccc(C)cc2C)o1	9	3	100	105	-5	-8	-2	6	0
COC(=O)C(Cc1ccc(O)cc1)NC(=O)C(CC(=O)OC(C)(C)C)NC(=O)OC(C)(C)C (stereo unspecified)	5	2	101	98	-9	7	1	4	-4
O=C(N/N=C\C=C\c1ccc2c(c1)OCO2)c1ccc(F)cc1	6	-1	102	99	2	7	2	-4	-6
COc1ccc(NC(=O)c2oc3ccc(S(=O)(=O)N4CCC5(CC4)OCCO5)cc3c2C)cc1	-16	-1	101	107	36	6	-1	6	3
Cc1nc2ccccc2n1C1CC(=O)N(N(C)C)C1=O (stereo unspecified)	20	0	89	90	7	-15	-4	-8	-1
CC(C)(C)C1CCc2c(sc(NC(=O)c3cc(C4CC4)on3)c2C#N)C1 (stereo unspecified)	7	4	107	107	4	-8	1	7	-3
O=C(CCn1nnc2ccccc21)NNC(=O)C1CCCCC1	-4	1	97	92	3	-1	-7	-11	3
COC(=O)c1ccc(S(=O)(=O)N2CCCCCC2)cc1	24	3	93	93	24	-13	2	-1	-1
CN(Cc1ccco1)C(=O)Cn1c(=O)oc2cc(S(=O)(=O)NCc3ccccc3)ccc21	-3	1	105	112	23	-9	3	7	5
O=C(CSCc1ccc(Cl)cc1)Nc1ccc2c(c1)OCCO2	0	4	99	98	0	-15	4	-1	1
CCCn1c(C(C)NS(=O)(=O)c2ccccc2)n[nH]c1=S (stereo unspecified)	2	3	109	108	-21	5	24	3	7
O=C1CCC(=O)N1OCCOc1ccccc1	21	0	104	102	3	0	-3	3	0
CC1=Nn2c(nnc2-c2ccccc2)SC1	-9	-1	102	102	-18	0	6	2	0
O=C(NC1CC1)C1=C[C@H](c2c[nH]c3ccccc23)C[C@H](OCc2ccc(CO)cc2)O1	30	0	106	108	nt	-6	nt	4	6
CCn1cc(C(=O)N[C@H](C(=O)NCCCO)C(C)C)c(=O)c2cc3c(cc21)OCO3	2	-5	104	104	3	7	-2	4	6
Cc1ccc(C(=O)NCCCc2ccccc2)c(Cl)c1	7	0	106	106	5	-9	-6	9	4
OCc1cn(-c2ccccc2)nc1-c1cccnc1	11	4	104	108	nt	-7	10	10	-3
CCCCC(CCC(=O)Nc1ccc(C(=O)OC)cc1)C(=O)O (stereo unspecified)	9	2	123*	122	-75	-10	-8	12	0

A few values from above.
For IDE inh, `Cc1ccc(C(=O)NCCCc2ccccc2)c(Cl)c1` reads 4
For p-CIP stab down, `O=C(CSCc1ccc(Cl)cc1)Nc1ccc2c(c1)OCCO2` reads -15

Shown as a hit in MEKK3 PB1 HTS, among the entries above:
SMILES	SUMO HTRF inh	IDE act	MEKK3 PB1 HTS	MEKK2 WT-MEK5	NALP1 yeast inh	p-CIP stab down	M18AAP inhibitor	MEKK2 mut-MEK5	IDE inh
CCCCC(CCC(=O)Nc1ccc(C(=O)OC)cc1)C(=O)O (stereo unspecified)	9	2	123*	122	-75	-10	-8	12	0

(more compounds)
SMILES	SUMO HTRF inh	IDE act	MEKK3 PB1 HTS	MEKK2 WT-MEK5	NALP1 yeast inh	p-CIP stab down	M18AAP inhibitor	MEKK2 mut-MEK5	IDE inh
O=C(c1ccc2c(=O)n(CC3CCCO3)c(=S)[nH]c2c1)N1CCN(c2ccccc2)CC1 (stereo unspecified)	6	10	99	101	9	-5	5	1	5
COc1ccc(-c2c[n+]3c(n2-c2ccccc2)CCCCC3)cc1	9	5	103	88	35	-28	-5	-2	0
O=C(O)/C=C\C(=O)NNC(=O)c1cc(-c2ccccc2)n[nH]1	7	-2	91	95	-2	16	-2	-2	7
COc1cccc(OC)c1OCCOc1ccccc1OC(C)C	2	-2	102	107	7	-1	2	4	0
O=C(c1ccc2c(=O)n(C3CCCC3)c(=S)[nH]c2c1)N1CCN(C2CCCCC2)CC1	28	-6	nt	nt	4	-16	1	nt	-5
CCOC(=O)C1(Cc2cccc(OC)c2)CCN(Cc2ccc3c(c2)OCCO3)CC1	-15	0	102	88	-10	-18	-5	-6	-3
CN(c1ccccc1)S(=O)(=O)c1cccc(NC(=O)Nc2ccc(Cl)cc2C#N)c1	12	2	94	95	40	4	-6	-2	0
CCOC(=O)CC(=O)Nc1ccsc1C(N)=O	12	1	97	95	0	10	0	-18	0
Cc1ccc(CSCc2nc3ccccc3[nH]2)cc1	-15	-1	102	97	-13	1	-3	1	nt
CCN(CC)CC(=O)Nc1sc2c(c1C(=O)c1ccccc1OC)CCC2	-15	4	98	94	-6	-7	-1	-8	1
Cc1cc(C)n(CC(C)Nc2nc3nonc3nc2N2CCCCC2)n1 (stereo unspecified)	12	0	107	100	2	3	1	-6	4
O=C(CNC1CCCCC1)N1CCc2ccccc2C1	22	3	98	95	-2	-4	17	-5	-3

Brought forward from above: four entries; new compounds follow.
SMILES	SUMO HTRF inh	IDE act	MEKK3 PB1 HTS	MEKK2 WT-MEK5	NALP1 yeast inh	p-CIP stab down	M18AAP inhibitor	MEKK2 mut-MEK5	IDE inh
Cc1ccc(CSCc2nc3ccccc3[nH]2)cc1	-15	-1	102	97	-13	1	-3	1	nt
CCN(CC)CC(=O)Nc1sc2c(c1C(=O)c1ccccc1OC)CCC2	-15	4	98	94	-6	-7	-1	-8	1
Cc1cc(C)n(CC(C)Nc2nc3nonc3nc2N2CCCCC2)n1 (stereo unspecified)	12	0	107	100	2	3	1	-6	4
O=C(CNC1CCCCC1)N1CCc2ccccc2C1	22	3	98	95	-2	-4	17	-5	-3
O=C1NNC(c2ccccc2)=N/C1=C\c1ccccc1	15	8	74	73	7	-9	-15	-15	1
Cc1ccc(NC(=O)c2cc3c(=O)oc4ccc(C)cc4c3s2)nc1	7	nt	101	101	-1	-13	-2	3	-3
Cc1ccc(NC(=O)/C=C/c2ccc(Cl)cc2)nc1	0	-1	103	100	-3	-9	4	-3	-2
CC(=O)N1CCc2cc(S(=O)(=O)NCCCN3CCC(C)CC3)ccc21	-1	-2	94	95	-13	-1	-2	0	-2
CCCn1c(C)cc(C(=O)CN2C(=O)c3cccc(N)c3C2=O)c1C	47	-2	102	107	10	-22	3	3	-3
COc1ccc(Nc2nnc(Cc3ccc(Cl)cc3)c(=O)[nH]2)c(OC)c1	21	2	101	99	5	-4	-5	3	7
COc1cccc(CNC(=O)CCNS(=O)(=O)c2cccc3nsnc23)c1	-9	5	nt	nt	10	8	-4	nt	2
Fc1ccc(Cn2nnnc2C(c2cccs2)N2CCCCCC2)cc1 (stereo unspecified)	-3	-1	nt	nt	-2	0	3	nt	-1
CN(Cc1cccc2cnccc12)C(=O)c1cc(COc2ccc(F)cc2F)on1	-3	-7	101	98	30	-21	-7	4	nt
O=C(CN1CCCN(Cc2ccc(F)cc2Cl)C1=O)NC1CCCCCCC1	9	8	97	98	3	-14	-1	4	1
COc1ccc(C(=O)NC(C)c2nnc(SCC(=O)NC3CCCC3)n2C)cc1 (stereo unspecified)	-1	3	98	95	-8	-10	4	4	7
CCOc1cccc(-n2nnnc2-c2ccc(OC)cc2)c1	11	5	103	106	nt	2	6	5	4
O=C(NC12CC3CC(CC(C3)C1)C2)C1CCCN1C(=O)Nc1ccccc1 (stereo unspecified)	-14	4	103	97	-2	2	0	-5	3
CCOC(=O)CNC(=O)CNC(=O)c1ccc(OCC(C)C)cc1	12	-3	95	95	8	-1	-1	-5	-2

The list is partial; count on the stated rates, not on these rows.
